Screening results: PubChem BioAssay, Sanford-Burnham Center for Chemical Genomics
HKDC1 inh – HKDC1 hexokinase inhibitors, primary screen, biochemical, fluorescence, uHTS | Q2TB90 | recombinant HKDC1, G6PDH/diaphorase resazurin coupled fluorescence | inhibition, % at 20 µM | 340,000 compounds, 0.16% hits | AID 493160, 2011;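 active means inhibition above about 35% when tested at 20 µM, limit read from the data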;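 further: plate controls were DMSO wells with enzyme for no effect and DMSO wells lacking enzyme for full effect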
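Test system: recombinant HKDC1 (HK5) hexokinase enzyme, produced in-house / Doses: 20 µM test compound, 1% DMSO / Timing: 90 min, room temperature / Detection: G6PDH/diaphorase-coupled fluorescence, 1 mM NADP, 100 µM resazurin, 525/613 nm / Control set: DMSO wells with and without enzyme mix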
APOBEC3A inh – APOBEC3A ssDNA deaminase inhibitors, primary screen, selectivity assay for APOBEC3G inhibitor project, biochemical, FAM/TAMRA oligo cleavage fluorescence; DNA dC->dU-editing enzyme APOBEC-3A (Homo sapiens), P31941; recombinant A3A, FAM/TAMRA ssDNA deamination fluorescence; inhibition, % at 20 µM; 330,000 compounds, 0.41% hits;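 active means at least 40% inhibition at 20 µM here, with at most 30% in a related deaminase screen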;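 further: plate controls were A3A with DMSO for no effect and wells lacking A3A enzyme for full effect; some results filed as inactive read as strong as hits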
Target sequence (P31941 whole entry, looked up): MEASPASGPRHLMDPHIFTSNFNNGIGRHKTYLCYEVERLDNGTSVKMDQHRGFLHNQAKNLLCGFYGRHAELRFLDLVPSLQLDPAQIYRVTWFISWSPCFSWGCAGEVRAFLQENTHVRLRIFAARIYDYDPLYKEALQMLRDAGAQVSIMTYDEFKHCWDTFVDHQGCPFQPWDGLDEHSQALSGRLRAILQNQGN
mIAP activ – activators of mouse IAP, primary screen, biochemical, luminescence, uHTS; intestinal alkaline phosphatase [Mus musculus]; muIAP, CDP-Star luminescence, 30 min; hits give high values; 1 = vehicle-only enzyme signal, 0 = enzyme-free wells; activation factor at 10 µM; 330,000 compounds, 0.24% hits;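 active means activation factor of at least 2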; further: the source names both 10 and 20 µM as test concentration; values of inactives mirror those of a sister screen read the other way
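Assay system: mouse IAP enzyme; reagent: chemiluminescent substrate CDP-Star; dosing: test compounds delivered from DMSO solution; schedule: 30 min at room temperature; measured by: luminescence from enzymatic CDP-Star hydrolysis; controls: DMSO-only wells and no-enzyme negative control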
mIAP inh – inhibitors of mouse IAP, primary screen, biochemical, luminescence, uHTS. purified mouse IAP, CDP-Star luminescence, 30 min. inhibition, % at 10 µM. 330,000 compounds, 0.2% hits;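 active means inhibition of at least 40% at 10 µM in the primary screen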;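 further: plate controls were DMSO with enzyme for no effect and no enzyme wells for full effect; values of inactives mirror those of a sister screen read the other way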
hIAP inh – human IAP inhibitors, primary screen, biochemical, luminescence, uHTS. inhibition, % at 10 µM. 330,000 compounds, 0.12% hits. purified IAP, CDP-Star luminescence, 30 min;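 active means inhibition reaching a set limit with compound at 10 µM in the primary screen, cut at about 35% in these data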;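 further: plate controls were DMSO wells with enzyme for no effect and no-enzyme buffer wells for full effect; values of inactives mirror those of a sister screen read the other way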
Target sequence (P09923 whole entry, looked up): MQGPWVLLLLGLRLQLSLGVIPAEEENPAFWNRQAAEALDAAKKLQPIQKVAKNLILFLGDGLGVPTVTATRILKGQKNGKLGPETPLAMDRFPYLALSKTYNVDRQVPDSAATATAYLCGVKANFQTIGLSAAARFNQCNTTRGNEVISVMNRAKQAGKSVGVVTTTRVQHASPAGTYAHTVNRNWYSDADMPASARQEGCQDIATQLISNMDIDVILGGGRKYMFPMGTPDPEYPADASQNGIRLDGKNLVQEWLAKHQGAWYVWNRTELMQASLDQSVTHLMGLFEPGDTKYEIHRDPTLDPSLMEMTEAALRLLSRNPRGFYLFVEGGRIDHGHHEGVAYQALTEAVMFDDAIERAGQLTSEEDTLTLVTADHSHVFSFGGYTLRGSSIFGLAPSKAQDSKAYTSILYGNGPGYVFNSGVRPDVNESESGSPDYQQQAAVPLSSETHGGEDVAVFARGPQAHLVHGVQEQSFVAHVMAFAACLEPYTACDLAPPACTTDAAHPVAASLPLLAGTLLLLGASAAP
hIAP act – human IAP activators, primary screen, biochemical, luminescence, uHTS | AID 2524, 2010 | purified human IAP, CDP-Star luminescence, 30 min; hits give high values; 1 = vehicle-only enzyme, 0 = enzyme-free background | Intestinal-type alkaline phosphatase (Homo sapiens), P09923 | 330,000 compounds, 0.16% hits | activation factor at 10 µM;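 active means activation factor of the enzyme at least 2-fold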; further: the source names both 10 and 20 µM as test concentration; values of inactives mirror those of a sister screen read the other way
ATG4B inhibitor – ATG4B protease inhibitors, primary screen, biochemical, fluorescence, uHTS. Cysteine protease ATG4B (Homo sapiens), Q9Y4P1. ATG4B cleavage of LC3-PLA2, NBD-HPC fluorescence, 1 h. inhibition, % at 8.33 µM. 340,000 compounds, 0.51% hits; in the data active means inhibition above about 40%
PfG6PD inh – PfG6PD enzyme inhibitors, primary screen, biochemical, fluorescence intensity, uHTS; glucose-6-phosphate dehydrogenase-6-phosphogluconolactonase (Plasmodium falciparum 3D7); PfGluPho enzyme, NADPH resazurin-diaphorase fluorescence; inhibition, % at 20 µM; 350,000 compounds, 0.78% hits; AID 504690, 2011;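 active means inhibition reaching at least a set limit at 20 µM in the primary screen, cut at about 59% in these data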;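 further: 0% = DMSO wells with substrate and 100% = DMSO wells lacking glucose-6-phosphate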
Numbers without * were called inactive; . = no result given.

SMILES	HKDC1 inh	APOBEC3A inh	mIAP activ	mIAP inh	hIAP inh	hIAP act	ATG4B inhibitor	PfG6PD inh
O=C(NC1CCN(C(=S)Nc2ccccc2Cl)CC1)C1CCCCC1	4	-1	1	-5	-7	1.1	5	-12
c1ccc(SCCOCCn2cncn2)cc1	-7	1	1.1	-6	0	1	1	1
C=CC1=C(C(=O)O)N2C(=O)C(NC(=O)Cc3ccccc3)C2SC1 (stereo not given)	40*	98	0.87	13	12	0.88	-10	10
Cc1cc(=O)oc2ccc(OCC(=O)N3CCC(C)CC3)cc12	-6	0	1.1	-5	-14	1.1	3	1
O=C1CCC(C(=O)OCC(=O)Nc2cc(Cl)ccc2F)=NN1	-6	-4	0.95	5	-8	1.1	-2	-3
Cc1cc(C)n(-c2cccc(C(=O)O)c2)n1	-6	-1	0.89	11	9	0.91	-6	3
COc1ccc(C(C)C)cc1S(=O)(=O)NCc1ccccn1	-8	-2	1.1	-6	2	0.98	-3	-1
COc1cccc(/C=N/NC(=O)c2cnccn2)c1OC	-2	-3	0.91	9	-4	1	3	0
Nc1nc(-c2ccc(Br)cc2)cs1	3	4	0.94	6	-15	1.1	-5	5
CCCn1c(CCC(=O)O)nc2cc(S(N)(=O)=O)ccc21	-5	-4	1.1	-11	-7	1.1	-7	7
COc1ccc(C2SCC(=O)N2c2c(C)n(C)n(-c3ccccc3)c2=O)cc1OC (stereo not given)	-4	-1	1	-4	3	0.97	-7	-13
Cc1csc(NC(=O)C(CC(C)C)NS(=O)(=O)c2ccc3c(c2)oc(=O)n3C)n1 (stereo not given)	-6	0	0.79	21	2	0.98	-2	-4
O=C(Nc1cccc(O)c1)c1cccc(S(=O)(=O)N2CCCCCC2)c1	1	-5	1.1	-10	-26	1.3	-6	14
O=C(CN1CCC(NC(=O)C2CCCCC2)CC1)Nc1cccc(F)c1	3	-1	1.1	-8	-5	1	2	-14
O=C(CCn1c(=O)oc2ccccc21)Nc1ccc(C(=O)O)cc1	-5	-3	1	-2	11	0.89	-5	6
Cc1cccc(NC(=S)NCCC(C)C)c1	9	2	1.2	-17	-2	1	9	-7
O=C(c1ccccc1Cc1ccccc1)N1CCN(S(=O)(=O)c2ccccc2[N+](=O)[O-])CC1	-1	46*	0.88	12	17	0.83	-10	11
C=CCNC(=O)c1c(Cl)nc(C)c([N+](=O)[O-])c1C	-4	-3	0.96	4	11	0.89	-1	9
NS(=O)(=O)c1ccc(NC(=S)N2CCN(c3ccccc3)CC2)cc1	-7	-3	1.1	-14	4	0.96	4	2
COc1ccc(C2/C=C\CN(CC(C)C)CC(=O)N2Cc2ccc(F)cc2)cc1 (stereo not given)	5	4	1.1	-6	-4	1	-8	5
COc1ccc(S(=O)(=O)N(C(=O)c2ccncc2)c2ccc(OC(=O)c3ccncc3)cc2)cc1	11	0	1	-1	9	0.91	-14	-2
O=C(c1ccccn1)N1CCN(S(=O)(=O)c2cccc(Br)c2)CC1	5	-4	1	-2	1	0.99	-9	-6
O=C(c1cc(Cl)ccc1O)N1CCN(S(=O)(=O)c2cccs2)CC1	-8	-1	0.95	5	6	0.94	-3	3
Cc1ccc(NC(=O)OCc2cn(-c3ccc(Cl)cc3)nn2)cc1	-2	-2	0.93	7	-3	1	0	-9
COc1cc(C(=O)N2CCCN(C)CC2)cc(OC)c1C	-3	0	1	0	-3	1	1	4
CC(C)CNC(=O)c1ccc(NC(=O)c2ccccc2[N+](=O)[O-])cc1	-7	2	1.1	-5	-2	1	-5	-14
COc1ccc(Cn2c(SCC#N)nc3ccc(N4CCOCC4)cc3c2=O)cc1	10	3	0.85	15	-4	1	-2	22
Cc1ccc(C(=O)N/C(=C\c2sccc2C)C(=O)NCc2ccco2)cc1	-5	-17	0.91	9	-18	1.2	8	-8
CCOP(=O)(OCC)c1nc(-c2ccccc2)oc1NCc1ccccc1	-5	-1	0.97	3	-3	1	2	6
N#Cc1nc(-c2ccco2)oc1N1CCc2ccccc2C1	7	-1	1.1	-8	3	0.97	7	-9
Cc1ccc(-c2nc(N)sc2-c2ccccc2)cc1C	1	2	1	-5	-1	1	26	18
CN(CC(=O)Nc1cccnc1)S(=O)(=O)c1cc(Cl)ccc1Cl	6	3	0.89	11	5	0.95	-11	-7
CC1Cc2ccccc2N1C(=O)COC(=O)c1ccc(N(C)C)cc1 (stereo not given)	4	-3	1.2	-19	-5	1	2	16
Fc1ccc(N2CCN(C3=Nc4cccc5cccc3c45)CC2)cc1	3	1	0.91	9	20	0.81	-3	23
Clc1ccc(-c2nnc(CSc3nnc(-c4cccs4)o3)o2)cc1	-6	0	0.97	3	-10	1.1	0	1
CCOc1cc(N2CCOCC2)c(OCC)cc1NC(=O)c1ccc(C)cc1	0	0	0.98	2	-5	1.1	-18	9
COc1ccccc1N1C(=O)C=C(Sc2nc(C)cc(C)n2)C1=O	1	-5	1.1	-8	6	0.94	-14	79*
O=C(Nc1ccccc1[N+](=O)[O-])c1cc(S(=O)(=O)Nc2ccccn2)ccc1Cl	-2	0	1	0	-6	1.1	0	-16
CCCCC(=O)Nc1cccc(-c2csc(-c3ccccc3)n2)c1	-1	-4	1.3	-26	6	0.94	14	1
COC(=O)c1c(NC(=O)c2ccco2)sc2c1CCN(C(C)=O)C2	2	0	0.95	5	-1	1	-1	-2
CCOC(=O)c1cnc2c(C(=O)OC)cccc2c1NCc1ccco1	-3	-3	1	-2	-22	1.2	2	6
CC/C(=C(/CC)c1ccc(O)cc1)c1ccc(O)cc1	1	-3	0.96	4	6	0.94	4	-11
COC(=O)c1ccccc1NC1=C/C(=N\S(=O)(=O)c2ccc(C(=O)O)cc2)c2ccccc2C1=O	82*	4	1	0	25	0.75	28	96*
O=C(COC(=O)C1=COCCO1)NCCCc1ccccc1	-1	-1	0.9	10	3	0.97	-6	-10
COC(C/C=C/C(=O)[C@@H](C)OCc1ccccc1)OC	-1	0	0.91	9	21	0.79	3	-7
CCN(CC)c1nc2c(c(=O)[nH]c(=O)n2C)n1CCOc1ccccc1	-7	-3	0.99	1	-8	1.1	0	-9
C[C@H](CO)N1C[C@H](C)[C@@H](CN(C)S(=O)(=O)c2ccc(F)cc2)Oc2c(NS(=O)(=O)c3ccccc3)cccc2C1=O	0	-3	0.99	1	-7	1.1	.	13
CC(=O)OC(CC(=O)O)C[N+](C)(C)C (stereo not given)	-2	1	0.98	2	-2	1	2	5
O=C(CCc1ccccc1)Nc1ccc2c(c1)OCCO2	5	-1	1	0	-16	1.2	9	2
COc1ccc(CNC(=O)C(c2ccc(C)o2)N(Cc2cccs2)C(=O)Cc2cccs2)cc1 (stereo not given)	0	2	1.1	-11	4	0.96	-14	14
COCCCNC(=O)CCn1c(=O)c2ccccc2n(CC(=O)Nc2ccc(C)cc2C)c1=O	-7	-1	1.1	-6	2	0.98	-4	3
CSc1ccc(NC(=O)NCCCN2CCC(Cc3ccccc3)CC2)cc1	-1	0	1.9	-88	-54	1.5	3	-4
O=C(CN1C(=O)NC2(CCCCCC2)C1=O)Nc1ccc([N+](=O)[O-])cc1	-9	-4	0.98	2	4	0.95	-9	0
CCOc1ccc(NC(=O)CSc2nncn2C)cc1	-2	-4	0.95	5	-282	3.8*	11	-8
CN(C)CCNC(=O)Cn1ccc2cc(S(=O)(=O)N3CCCCC3)ccc21	-9	0	0.96	4	7	0.93	5	-8
Cc1cc(C(=O)CN2CCCC(C)C2)c(C)n1-c1ccc(F)cc1 (stereo not given)	-9	-4	1.1	-7	7	0.93	0	-2

(next part)
SMILES	HKDC1 inh	APOBEC3A inh	mIAP activ	mIAP inh	hIAP inh	hIAP act	ATG4B inhibitor	PfG6PD inh
COc1cc(NC(=O)COC(=O)c2n[nH]c3ccccc23)c(C)cc1[N+](=O)[O-]	-18	2	0.94	6	-7	1.1	-2	-16
Cc1ccc(C(=O)Nc2ccc(N3CCOCC3)nc2N2CCOCC2)cc1	5	0	1.2	-18	9	0.91	7	13
O=S1(=O)CCOCCCN1Cc1ccc(Cl)cc1	-5	-5	0.98	2	20	0.8	-4	-2
O=C(C/C(=N/O)c1ccccc1O)C(F)F	3	-4	1	0	-8	1.1	4	-6
CCOc1ccc2c(c1)C(N(CCN1CCOCC1)C(=S)Nc1ccccc1OC)CC(C)(C)O2 (stereo not given)	-9	6	1	-1	0	1	-11	2
CCOC(=O)N1CCN(S(=O)(=O)N2CCCC(C(=O)NC(C)c3ccccc3)C2)CC1 (stereo not given)	-5	-1	1	-4	-2	1	-5	-11
Cc1c(NC(=O)C(C)Sc2nnc(-c3ccccc3)o2)c(=O)n(-c2ccccc2)n1C (stereo not given)	1	-4	0.97	2	-8	1.1	-13	-1
O=C(O)c1ccc(NCCC2=CCCCC2)c([N+](=O)[O-])c1	4	0	0.97	3	12	0.88	-3	-31
CC(OC(=O)c1ccc2ncsc2c1)C(=O)NC1CCCCC1C (stereo not given)	0	0	1	0	-5	1.1	8	-5
CN(CC1CCCO1)S(=O)(=O)c1ccc(C(=O)Nc2ccccc2F)cc1 (stereo not given)	0	5	0.98	2	15	0.85	2	-8
CN(C)/C=C1\C(=O)NN=C1C(F)(F)F	-11	-1	0.91	9	-11	1.1	-3	-12
CC(C)N(Cc1ccccc1)S(=O)(=O)c1ccc(Cl)nc1	3	-3	0.94	6	-10	1.1	2	-5
CCOc1ccc(OCCC(=O)OCC(=O)NCc2ccc(Cl)cc2)cc1	0	4	1	-2	3	0.97	1	-6
COC(=O)[C@]1(C)N[C@H](CN(C)C(=O)C2CCCCC2)[C@@H]2C(=O)N(Cc3ccccc3)C(=O)[C@@H]21	-6	-2	0.99	1	-1	1	-10	10
CCCOc1ccc(N2C(=O)CC(N(CCc3ccc(OC)cc3)C(=O)c3ccccc3)C2=O)cc1 (stereo not given)	0	-1	1.1	-5	-14	1.1	16	11
CCc1ccccc1-n1nnc(-c2ccccc2)n1	-3	-3	0.91	9	5	0.95	-2	46
CC(Sc1ncccn1)C(=O)NC1CCCC1 (stereo not given)	-7	1	1	-4	13	0.87	-4	-7
CCC(=O)c1ccc(OCC(O)CN2CCN(C(c3ccccc3)c3ccccc3)CC2)cc1 (stereo not given)	5	-3	0.98	2	9	0.91	-14	3
